Source: PubChem BioAssay
KCNQ1 pot – potentiators or activators of KCNQ1 channel, primary screen, cell-based, thallium flux, high-throughput. B-score at 10 µM. CHO-K1 KCNQ1, thallium flux FluxOR fluorescence; hits give high values. AID 2648, 2010. Potassium voltage-gated channel subfamily KQT member 1 (Homo sapiens), P51787. actives 0.35% (n = 310,000);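 active = fluorescence ratio B-score, a plate-corrected score, at least three library SD, with initial intensity B-score within 5 SD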
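Medium – assay buffer, equal DMSO in all wells · Material – CHO-K1 cell line with stable KCNQ1 potassium channel expression · Signal – kinetic FluxOR thallium fluorescence, 10-s 1-Hz baseline, 110-s post-stimulus read · Compound – single concentration per compound, DMSO matched to controls · Schedule – 37 °C overnight plating, 90-min dark dye load, 20-min compound pretreatment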
KCNK3 inh – human KCNK3 channel inhibitors, primary screen, CHO cells, FluxOR thallium flux, B-score. Potassium channel subfamily K member 3 (Homo sapiens), O14649. FluxOR fluorescence; hits give low values. B-score at 10 µM. AID 602410, 2012. actives 0.84% (n = 340,000);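 active = B-score under library mean minus 4 SD, starting fluorescence ratio at most library mean plus 5 SD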;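 note: more negative B-score means stronger inhibition of thallium flux through KCNK3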
MrgX1 ag – agonists of human MrgX1 receptor, primary screen, HEK293 cells, Fluo-4 calcium flux. Mas-related G-protein coupled receptor member X1 (Homo sapiens), Q96LB2. Fluo-4 calcium fluorescence, agonist mode; hits give high values. B-score at 10 µM. actives 0.44% (n = 310,000);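 active = calcium response B-score plate-corrected fluorescence ratio at least 3 library SD, with starting fluorescence B-score inside 5 SD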
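Test system: HEK293 cells stably expressing human MrgX1 receptor; amount: 15,000 cells per well; doses: compound delivered in addition one of three; times: overnight plating before 1 h dye loading; detection: Fluo-4 NW calcium-flux fluorescence, kinetic read; read-out basis: B-scored fluorescence response ratio; controls: positive and negative controls per plate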
RGS4 pot – RGS4 potentiators or activators, primary screen, cell-based, HEK293 M3R inducible RGS4, calcium flux; B-score at 10 µM; carbachol calcium flux Fluo4; hits give low values; AID 463111, 2010; actives 0.92% (n = 310,000);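 active = B-score of the integrated calcium signal more than 4 SD below the library mean, with starting fluorescence not abnormally high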;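 note: negative B-score means reduced calcium response which marks RGS4 activation or potentiation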
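Test system: HEK293 cells with stable M3R and inducible RGS4; also added: carbachol at ECmax as muscarinic agonist stimulus; schedule: dye loading 30 min 37 °C, buffer rest 30 min RT; technique: kinetic calcium fluorescence imaging with Fluo4-AM dye, 2 µM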
MrgX1 PAM – positive allosteric modulators of MrgX1, primary screen, HEK293 cells, Fluo-4 calcium flux; Mas-related G-protein coupled receptor member X1 (Homo sapiens), Q96LB2; FDSS; hits give high values; B-score at 10 µM; actives 0.63% (n = 310,000);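 active = plate-corrected calcium response at least 3 library SD above typical, normal starting fluorescence, not activating the receptor alone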;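 note: compound read alongside a low EC10 to EC30 dose of BAM8-22 agonist; peak minus trough fluorescence over baseline measured at the second addition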
ANO1 block – TMEM16A chloride channel inhibitors, primary screen, cell-based, HTS; Anoctamin-1 (Mus musculus), Q8BHY3; HEK293 TMEM16A/YFP iodide influx fluorescence, ionomycin; normalized B-score (activity score, 25-100; higher = stronger inhibition) at 10 µM; actives 1.2% (n = 310,000);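 active = ratio plate-corrected score three or more library SD toward inhibition, starting fluorescence score within five deviations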;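 note: score derived from kinetic fluorescence span divided by baseline fluorescence per well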
Target sequence (Q8BHY3 whole entry, looked up): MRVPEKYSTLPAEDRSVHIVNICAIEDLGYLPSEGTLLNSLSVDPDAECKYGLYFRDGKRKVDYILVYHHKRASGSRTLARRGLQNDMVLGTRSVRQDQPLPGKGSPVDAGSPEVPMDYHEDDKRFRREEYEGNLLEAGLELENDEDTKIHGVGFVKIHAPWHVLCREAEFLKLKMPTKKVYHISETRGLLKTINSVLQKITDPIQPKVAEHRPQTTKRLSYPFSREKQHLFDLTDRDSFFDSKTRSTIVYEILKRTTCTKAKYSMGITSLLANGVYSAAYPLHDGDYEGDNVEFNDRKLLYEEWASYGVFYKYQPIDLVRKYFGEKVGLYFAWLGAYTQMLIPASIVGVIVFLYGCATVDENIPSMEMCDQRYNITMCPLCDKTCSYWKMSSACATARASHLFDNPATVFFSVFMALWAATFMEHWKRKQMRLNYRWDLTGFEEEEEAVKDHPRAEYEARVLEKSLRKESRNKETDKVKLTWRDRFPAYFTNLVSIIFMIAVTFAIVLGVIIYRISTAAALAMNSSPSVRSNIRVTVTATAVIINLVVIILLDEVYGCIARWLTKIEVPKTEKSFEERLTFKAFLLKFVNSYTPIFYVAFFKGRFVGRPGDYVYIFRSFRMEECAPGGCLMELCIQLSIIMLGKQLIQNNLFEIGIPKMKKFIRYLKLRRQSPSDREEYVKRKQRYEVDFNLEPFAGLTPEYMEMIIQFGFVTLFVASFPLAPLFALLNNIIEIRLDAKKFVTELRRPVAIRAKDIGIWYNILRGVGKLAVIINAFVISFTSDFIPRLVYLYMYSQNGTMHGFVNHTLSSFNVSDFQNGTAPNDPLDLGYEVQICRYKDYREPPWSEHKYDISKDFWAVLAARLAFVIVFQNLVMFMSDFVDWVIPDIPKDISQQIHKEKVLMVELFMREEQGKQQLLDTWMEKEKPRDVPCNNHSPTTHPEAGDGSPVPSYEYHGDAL
ANO1 activ – TMEM16A chloride channel activators or potentiators, primary screen, cell-based, HTS; Anoctamin-1 (Mus musculus), Q8BHY3; HEK293 TMEM16A/YFP-H148Q/I152L, iodide quench fluorescence; hits give low values; B-score at 10 µM; actives 0.3% (n = 340,000);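 active = fluorescence-ratio B-score plate-corrected deviation score at least 3 library SD below zero, with starting fluorescence score within 5 deviations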;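 note: channel opened by trigger with iodide after compound preincubation; score built on the fluorescence ratio of max minus min over baseline; more negative score means more quench and so TMEM16A activation or potentiation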
KCNK9 inh – KCNK9 potassium channel inhibitors, primary screen, HEK293 cells, thallium flux; actives 1.2% (n = 310,000); B-score at 10 µM; FluxOR thallium flux fluorescence; hits give low values;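 active = ratio B-score over 3 SD below the library mean, with starting fluorescence within 5 SD of its mean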;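 note: negative B-score means less thallium flux so channel inhibition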
RGS4 block – RGS4 inhibitors, primary screen, cell-based, HEK293 M3R inducible RGS4, calcium flux | Regulator of G-protein signaling 4 (Homo sapiens), P49798 | Fluo-4 calcium flux; hits give high values; triggered by carbachol at its EC20 | B-score at 10 µM | actives 0.45% (n = 310,000) | AID 463165, 2010;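 active = B-score, a plate-corrected calcium signal, over three deviations above library mean, with baseline fluorescence within five deviations of library mean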;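 note: RGS4 expression induced by doxycycline in cells with stable M3 receptor; B-score is computed from the integrated fluorescence ratio over baseline after carbachol; higher B-score means a larger calcium signal and so more RGS4 inhibition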
Target sequence (P49798 whole entry, looked up): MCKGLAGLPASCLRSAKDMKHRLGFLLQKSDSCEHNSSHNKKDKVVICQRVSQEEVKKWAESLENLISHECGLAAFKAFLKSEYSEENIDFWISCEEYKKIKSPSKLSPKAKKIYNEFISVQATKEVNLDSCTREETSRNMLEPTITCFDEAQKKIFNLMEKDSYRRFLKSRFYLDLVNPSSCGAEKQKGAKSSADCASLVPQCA
hERG protect – hERG rescue from dofetilide block, primary screen, cell-based, CHO-hERG, FluxOR thallium flux, dofetilide IC70; dofetilide IC70 present; actives 0.51% (n = 310,000); activation (rescue from dofetilide block), less the hit threshold, % at 10 µM;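 active = activation above the mean of controls blocked by dofetilide plus 5 SD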;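 note: thallium influx through hERG after potassium depolarization seen as dye fluorescence rise; in these data hits start at about 4.7%; inactives centre near -7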
KCNQ1 inh – inhibitors of human KCNQ1 channel, primary screen, cell-based, thallium flux, high-throughput; AID 2642, 2010; CHO-K1 KCNQ1, FluxOR thallium flux fluorescence; hits give high values; B-score at 10 µM; actives 1.3% (n = 310,000); Potassium voltage-gated channel subfamily KQT member 1 (Homo sapiens), P51787;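 active = compounds whose thallium flux B-score, printed positive for inhibition, exceeds three library SD while starting fluorescence stays within three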;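 note: channel opened by potassium depolarization with thallium stimulus after 20 min compound exposure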
* = called active by the depositor; i = inactive; / = not tested or not shown. Random draw from the library; overall some 6.3% were active at least once.

SMILES	KCNQ1 pot	KCNK3 inh	MrgX1 ag	RGS4 pot	MrgX1 PAM	ANO1 block	ANO1 activ	KCNK9 inh	RGS4 block	hERG protect	KCNQ1 inh
COc1cc2c(cc1OC)[C@H](C)N(C(=O)NCc1ccccc1)CC2	i	i	i	i	i	i	i	i	i	-6.4	i
O=C(NCc1ccc2c(c1)OCO2)c1ccc(CS(=O)(=O)c2cccc(C(F)(F)F)c2)o1	i	i	i	i	i	i	i	i	i	-15.6	i
COc1cccc(/C=C2\SC(=S)N(CCCC(=O)N3CCCCC3)C2=O)c1	i	i	i	i	i	i	i	i	i	-3.6	i
CCc1cccc(C)c1NC(=O)c1ccoc1C	i	i	i	i	i	i	i	i	i	-0.5	i
COc1ccc(S(=O)(=O)N(Cc2ccccc2)c2ccccc2C(=O)Nc2ccccc2C(=O)NCc2ccco2)cc1	i	i	i	i	i	i	i	-6.95*	i	-4.0	i
O=C(O)c1ccc2c(c1)C(=O)N(N1C(=O)c3ccccc3C1=O)C2=O	i	i	i	i	i	i	i	i	i	-3.6	i
O=C(c1ccc(=O)[nH]c1)N1CCN(S(=O)(=O)c2cc(C(F)(F)F)ccc2Cl)CC1	i	i	i	i	i	i	i	i	i	-3.2	i
CS(=O)(=O)N(CCC#N)Cc1ccc(/C=C2\C(=O)Nc3ccccc32)o1	i	i	i	i	i	i	i	i	i	-6.9	i
CSc1ccc(-c2sc(Nc3cccc4ccccc34)n[n+]2-c2ccccc2)cc1	i	i	i	i	i	i	i	i	i	-20.1	i
O=C1CCC(C(=O)N2CCC(CO)(Cc3ccc(Cl)cc3)CC2)=NN1	i	i	i	i	i	i	i	i	i	-6.9	i
Cc1cc(NC(c2cccnc2)c2c(C)[nH]c3ccccc23)no1 (configuration not stated)	i	i	i	i	i	i	i	i	i	-1.8	i
CC1Cc2nc(SCC(=O)N3CCN(c4ccccc4)CC3)n(CCc3ccccc3)c(=O)c2S1 (configuration not stated)	i	i	i	i	i	i	i	i	i	-26.3	8*
Cc1nnc(N/N=C/c2ccc(-c3ccc(Br)cc3)o2)n1N	i	i	i	i	i	i	i	i	i	-3.2	i
CCOC(=O)C1=C(C)NC2=C(C(=O)CCC2)C1c1ccsc1 (configuration not stated)	i	/	/	i	/	/	/	i	i	-10.4	i
O=C(c1ccccc1)N1CCC(CC2CC(c3ccc(Cl)cc3)=NO2)(C(=O)NCC2CCCCC2)CC1 (configuration not stated)	i	i	i	i	i	i	i	i	i	-6.5	i
O=c1[nH][nH]c(C(F)(F)F)c1C=Nc1ccccc1	i	i	i	i	i	i	i	i	i	-8.6	i
CN1C(=O)/C(=C/c2ccc(-c3ccccc3[N+](=O)[O-])o2)SC1=Nc1ccc(Cl)c(C(=O)O)c1	i	i	i	i	i	i	i	i	i	-8.5	i
CCOC(=O)C1=C(C)NC(C)=C(C(=O)OCC)C1c1ccccc1/C=C/C(=O)OC(C)(C)C	i	/	i	i	i	i	/	i	i	-10.1	8*
CC1CCC(NC(=O)c2ccc3c(c2)S(=O)(=O)c2ccccc2C3=O)CC1 (configuration not stated)	i	i	i	i	i	i	i	i	i	-12.1	i
COc1ccc(NC(=O)Cc2ccccc2)cn1	i	i	i	i	i	i	i	i	i	-0.5	i
CCOC(=O)C(CCCOc1ccc(C(C)CC)cc1)C(=O)OCC (configuration not stated)	i	i	i	i	i	i	i	i	i	-6.0	i
CCc1noc(C)c1C(=O)N1CCN(S(=O)(=O)c2ccc(Br)cc2)CC1	i	i	i	i	i	i	i	i	i	-12.4	i
CSS(=O)(=O)c1cccc2cccnc12	i	i	i	i	i	i	i	i	i	-22.4	i
O=c1nc(N2CCOCC2)ccn1-c1nc(-c2ccccc2)sc1-c1ccccc1	i	i	i	i	i	i	i	i	i	-11.2	i
Cc1ccc(C2=NOC(C)(c3nnc(-c4ccccc4)o3)C2)cc1 (configuration not stated)	i	i	i	i	i	i	i	i	i	-16.8	i

Going on with the list.
SMILES	KCNQ1 pot	KCNK3 inh	MrgX1 ag	RGS4 pot	MrgX1 PAM	ANO1 block	ANO1 activ	KCNK9 inh	RGS4 block	hERG protect	KCNQ1 inh
O=[N+]([O-])c1ccc(OCCn2cncn2)cc1	i	i	i	i	i	i	i	i	i	-5.3	i
CC(C)(C)c1ccc(S(=O)(=O)N2CC(C(=O)O)Oc3ccc(Cl)cc32)cc1 (configuration not stated)	i	i	i	i	i	i	i	i	i	-3.5	i
CN(C)CC(C)(C)CNS(=O)(=O)c1ccc(Cl)cc1	i	i	i	i	i	i	i	i	i	-11.9	i
CCOCCCNC(=O)c1ccc2c(=O)n(Cc3ccc(OC)cc3)c(=O)[nH]c2c1	i	i	i	i	i	i	i	i	i	-11.3	i
CC(C)OCCCNC(=O)c1ccc(CS(=O)(=O)c2cccc(C(F)(F)F)c2)o1	i	i	i	i	i	i	i	i	i	-0.7	i
CC1(C)Oc2ccc3ccc(=O)oc3c2/C(=C/NNC(N)=O)C1=O	i	i	i	i	i	i	i	i	i	-10.9	i
COc1cc(C(=O)OCC#N)ccc1OCc1c(C)noc1C	i	i	i	i	i	i	i	i	i	-10.4	i
CCN(C(=O)CSc1ncccn1)C1CCS(=O)(=O)C1 (configuration not stated)	i	i	i	i	i	i	i	i	i	-9.7	i
Cc1cccc(OCc2nnc(SCC(=O)O)n2-c2ccccc2)c1	i	i	i	i	i	i	i	i	i	-4.4	i
O=C(NC1CCCCC1)C(=S)NCCc1ccccc1	i	i	i	i	i	i	i	i	i	-5.2	i
Cc1cc(Oc2ccc(Cl)cc2)nc(-c2ccccc2O)n1	i	i	i	i	i	i	i	i	i	-9.4	i
Cc1ccc(S(=O)(=O)CCC(=O)OC(C)C(=O)NC2CCCCC2C)cc1 (configuration not stated)	i	i	i	i	i	i	i	i	i	-6.3	i
Cc1cccc(NC(=O)Nc2cccc(Oc3c(F)c(F)c(F)c(F)c3F)c2)c1	i	i	i	i	i	i	i	i	i	-2.7	i
CC(C)C(=O)Nc1nnc(S(=O)(=O)N2CCc3ccccc32)s1	i	i	i	i	i	i	i	i	i	-9.7	i
CSC1=NC(C)(C)C=C(/C=C/c2ccc(Cl)cc2)N1	i	i	i	i	i	i	i	i	i	-17.2	i
CCOc1ccccc1OCCOCCOc1c(Cl)cccc1Cl	i	i	i	i	i	i	i	-9*	i	-8.3	i
O=C(CSc1nnnn1-c1cccc2c1CCCC2)N1CCCCC1	i	i	i	i	i	i	i	i	i	-9.5	i
O=Nc1c(O)c2ccccc2c2ccccc12	i	i	i	i	i	i	i	i	i	-3.9	i
COc1ccc(NC(=S)N(CCc2c(C)[nH]c3ccc(C)cc23)Cc2cccnc2)cc1	i	-12.1*	i	i	i	i	i	-6.87*	i	-5.3	i
CC(C)Cc1nnc(NC(=O)CCC(=O)NC2CC2)s1	i	i	i	i	i	i	i	i	i	-6.9	i
CCOC(=O)c1c(S(=O)(=O)N2c3ccccc3CC2C)c(C)n(C)c1C (configuration not stated)	i	i	i	i	i	i	i	i	i	-4.0	i
CC(C)[C@H](NC(=O)N1CC(=O)Nc2ccccc21)C(=O)N[C@H](C(=O)O)c1ccccc1	i	i	i	i	i	i	i	i	i	-5.4	i
NS(=O)(=O)c1ccc(CCNC(=O)c2cnc(Cl)c(Cl)c2)cc1	i	i	i	i	i	i	i	i	i	-7.2	i
CCN(Cc1ccccc1)S(=O)(=O)c1ccc(OC)cc1	i	i	i	i	i	i	i	i	i	-9.4	i
CNC(=O)c1cc2c(s1)CCCCCC2	i	i	i	i	i	i	i	i	i	-8.1	i

Remaining list, next part.
SMILES	KCNQ1 pot	KCNK3 inh	MrgX1 ag	RGS4 pot	MrgX1 PAM	ANO1 block	ANO1 activ	KCNK9 inh	RGS4 block	hERG protect	KCNQ1 inh
CCOc1ccc(OCC)c(NC(=O)CSCCc2ccccn2)c1	i	i	i	i	i	i	i	i	i	-11.9	i
CCCc1nnc(NC(=O)CN2C(=O)C3C4C=CC(C4)C3C2=O)s1 (configuration not stated)	i	i	i	i	i	i	i	i	i	-11.3	i
CCOc1ccccc1N1CCN(C(=O)NC(C)c2ccc(F)c(F)c2)CC1 (configuration not stated)	i	i	i	i	i	i	i	i	i	-18.0	i
COC(=O)c1ccc(Nc2ccc3nonc3c2[N+](=O)[O-])cc1	i	i	i	i	i	i	i	i	i	-1.9	i
CCOC(=O)c1ccc(NC(=O)CCc2c(C)nc3ncnn3c2C)cc1	i	i	i	i	i	i	i	i	i	-6.9	i
C/C(=N\NC(=O)CCc1c[nH]c2ccccc12)c1ccc([N+](=O)[O-])cc1	i	i	i	i	i	i	i	i	i	-6.3	i
CC(=O)c1ccc(N2CCN(CC(=O)Nc3cc(C)on3)CC2)cc1	i	i	i	i	i	i	i	i	i	0.8	i
CCCCCNC1=CC(=O)CC(c2ccccc2)C1 (configuration not stated)	i	i	i	i	i	i	i	i	i	-12.8	i
Cc1cc(=O)n2cc(-c3ccccc3)nc2[nH]1	i	i	i	i	i	i	i	i	i	-15.3	i
COc1ccc(-n2ncc3c(NCc4ccc5c(c4)OCO5)ncnc32)cc1	i	i	i	i	i	i	i	i	i	-15.3	i
O=C(O)c1sccc1Oc1ccc(F)cc1[N+](=O)[O-]	i	i	i	i	i	i	i	i	i	-7.4	i
CCC(C(=O)NC1CCCC1)n1nc(C)n2c(cc3occc32)c1=O (configuration not stated)	i	i	i	i	i	i	i	i	i	-7.1	i
CC1Cc2cc(/C(O)=C3/C(=O)C(=O)N(CCN4CCOCC4)C3c3cccc(Cl)c3)ccc2O1 (configuration not stated)	i	i	i	i	i	i	i	i	i	-4.5	i
O=C1CN(c2ccc(Br)cc2)C(=O)N1CC(=O)N1CCCc2ccccc21	i	i	i	i	i	i	i	i	i	-4.0	i
O=C(Nc1cccnc1)Nc1cccc(F)c1	i	i	i	i	i	i	i	i	i	-5.7	i
